High-throughput results deposited in PubChem BioAssay by Sanford-Burnham Center for Chemical Genomics.
TAG inh: inhibitors of triacylglycerol accumulation. H9c2 cells, Nile Red lipid (TAG) fluorescence; cells loaded with 200 µM oleic acid. inhibition, % at 12.5 µM. 230,000 tested, 0.66% active;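 active means pattern-corrected inhibition of lipid staining of at least 50% with the nuclear-stain viability signal not falling by more than 50%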;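 further: 0% = DMSO wells and 100% = triacsin C control wells; some results filed as inactive read as strong as hits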
TAG inh DAPI viability: further read-out of TAG inh, marked with its call; DAPI nuclei signal change (viability), lower = more cytotoxic, %;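 whole-well DAPI fluorescence read on a plate reader as a viability signal; minus 50 percent equals half of cells still viable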
Starred values were filed as active, the others as inactive. Not all compounds are listed. The share of hits here may be higher or lower than overall.

The line under a structure holds: TAG inh	TAG inh DAPI viability
1) Cc1ccccc1COC(=O)c1nn(-c2ccccc2)nc1N
  -6	17
2) O=C(COc1ccc2ccccc2c1)NNC(=O)Cc1cccc2ccccc12
  5	12
3) CC1=NN(/C(=N\c2nnc(C)s2)Nc2ccc(C(C)(C)C)cc2)[C@H](c2ccc(C)cc2)S1
  15	-1
4) O=C(c1ccco1)N1CCN(c2ccc([N+](=O)[O-])cc2F)CC1
  8	3
5) CCN1CCCc2cc(CN(CCN3CCOCC3)C(=S)Nc3ccc(OC)c(Cl)c3)ccc21
  -9	8
6) Cc1ccc(-c2nc3nc4ccccc4nc3n2Cc2ccco2)cc1
  8	-3
7) COc1nc(/C(N)=N/O)nc(N2CCCCC2)n1
  -17	10
8) CC(C)Oc1ccc(C(=O)NCC(=O)N2CCN(S(=O)(=O)/C=C/c3ccccc3)CC2)cc1
  0	-1
9) Cc1ccc(NC(=O)Cc2n[nH]c(=O)c3ccccc23)cc1S(=O)(=O)N1CCCCCC1
  -6	-3
10) Cn1cccc1-c1cc(C(=O)N2CCc3c([nH]c4ccccc34)C2c2ccccn2)[nH]n1 (stereo not given)
  19	-5
11) O=C(COc1cccc(Cl)c1)NCC(c1cccs1)N1CCOCC1 (stereo not given)
  -10	5
12) O=c1c(-c2nc3ccccc3s2)cccn1Cc1ccc(Cl)cc1
  4	49
13) OC(COC(c1ccc(Cl)cc1)c1ccc(Cl)cc1)CN1CCCC1 (stereo not given)
  0	30
14) O=C1CCN(Cc2ccc(Br)cc2)CCN1[C@H](CO)c1ccccc1
  -1	121
15) CCOC(=O)C1CCCN(S(=O)(=O)c2ccc(S(=O)(=O)N(CC)CC)cc2)C1 (stereo not given)
  -33	-3

Some of these compounds in order of molar mass, smallest number first.
The line under a structure holds: TAG inh	TAG inh DAPI viability
12) O=c1c(-c2nc3ccccc3s2)cccn1Cc1ccc(Cl)cc1
  4	49
13) OC(COC(c1ccc(Cl)cc1)c1ccc(Cl)cc1)CN1CCCC1 (stereo not given)
  0	30
3) CC1=NN(/C(=N\c2nnc(C)s2)Nc2ccc(C(C)(C)C)cc2)[C@H](c2ccc(C)cc2)S1
  15	-1

Further entries follow.
The line under a structure holds: TAG inh	TAG inh DAPI viability
16) N#C/C(=C\c1ccccc1OCc1ccc(C(=O)O)cc1)C(=O)Nc1ccc(O)cc1
  -16	-1
17) Cc1ccc(-n2ncc(C(=O)Nc3ccc(Cl)cc3)c2C2CCNCC2)cc1C
  23	-16
18) CCN1CCN(c2ccc(S(=O)(=O)N3CCCCC3)cc2NC(=O)c2cccc(NC(C)=O)c2)CC1
  17	1
19) CSc1ncccc1C(=O)OCC(=O)NC1CCS(=O)(=O)C1 (stereo not given)
  7	8
20) COc1ccc(C2=NN(C(C)=O)C(c3ccccc3)C2)cc1 (stereo not given)
  -10	-3
21) CN(CCOc1ccccc1)CC(=O)Nc1cc([N+](=O)[O-])ccc1Cl
  -18	4
22) COc1ccccc1C1(CC(=O)O)CCOC(C)(C)C1 (stereo not given)
  -3	8
23) COc1cc(OC)cc(C(=O)N2CCN(c3ccccc3F)CC2)c1
  2	-20
24) COc1cc(C(=S)N2CCOCC2)cc(OC)c1OS(=O)(=O)c1ccc(NC(C)=O)cc1
  10	-11
25) COc1ccc(N2C(=O)C(CC(=O)Nc3ccccc3)N(Cc3cccs3)C2=O)cc1 (stereo not given)
  10	-2
26) COc1ccc(C2=NS(=O)(=O)N(C)C(C(=O)N3CCC(C(N)=O)CC3)=C2)cc1
  -6	2
27) COc1cccc(OC)c1OCCCCCc1c(C)n[nH]c1C
  -18	4
28) O=C(c1cccc(Cl)c1)N1CCN(c2ccc(N3CCOCC3)nn2)CC1
  -1	13
29) Cc1cc(C)cc(NC(=O)N2CCN(Cc3ccc4c(c3)OCO4)CC2)c1
  -12	35
30) O=C(NCC(c1ccco1)N1CCCCC1)c1cc2c(s1)CCCC2 (stereo not given)
  9	1

The line under a structure holds: TAG inh	TAG inh DAPI viability
31) CCN(Cc1ccncc1)C(=O)c1ccc(C)o1
  12	-6
32) Cc1ccc2occ(C3N[C@H](C(=O)O)CS3)c(=O)c2c1 (stereo not given in full)
  -1	6
33) Cc1ccc([N+](=O)[O-])cc1S(=O)(=O)Nc1ccc(-c2ccc(N3CCOCC3)nn2)cc1
  4	-2
34) COc1ccccc1NC(=O)Nc1nc(C(N)CCc2ccccc2)cs1 (stereo not given)
  42	-11
35) Cc1nn2c(-c3cccc(NC(=O)c4ccco4)c3)nnc2c2ccccc12
  22	15
36) Cc1cccc(NC(=O)C2CCCCN2S(=O)(=O)c2ccccc2)c1C (stereo not given)
  -19	-1
37) O=C(CCSc1ccccc1)OCn1nnc2ccccc2c1=O
  -9	-4
38) CCOc1ccc(CCNC(=O)c2ccc(=O)[nH]c2)cc1OCC
  6	-10
39) CCCc1cc(=O)[nH]c(SCC(=O)c2c[nH]c3ccccc23)n1
  13	2
40) CCc1cccc(NC(=O)CSc2nnc(Cc3ccc(OC)cc3)c(=O)[nH]2)c1
  -5	-1
41) CCOc1cc(/C=N/NC(=O)C2CC2)ccc1OC(C)C
  3	0
42) O=C(O)c1ccc(-n2ncc(Cl)c(Cl)c2=O)cc1
  14	2
43) O=C(NCC(=O)N1CCN(c2ccccc2)CC1)c1ccc(Br)o1
  -1	-8
44) CCC(=O)N1CCc2cc(Br)cc(S(=O)(=O)N3CCN(C(=O)c4ccco4)CC3)c21
  -10	20
45) N#CCCN(C(=O)COC(=O)c1ccc(S(=O)(=O)N2CCCC2)cc1)c1cccc(Cl)c1
  7	13

The line under a structure holds: TAG inh	TAG inh DAPI viability
46) CC(NCCC(Cc1ccccc1)c1ccco1)c1ccccc1 (stereo not given)
  1	7
47) Cc1ccc(C)c(NC(=O)CN(C)C(=O)c2ccccc2OCc2ccc(Cl)cc2)c1
  13	-8
48) COc1cc(NC(=S)NC(=O)c2c(OC)cccc2OC)ccc1NC(=O)c1cccs1
  22	-7
49) Cc1cccc(Nc2nc(N)nc(CSc3nccc(C)n3)n2)c1
  8	5
50) CSc1ncccc1C(=O)N1CCCC(CCC(=O)NCc2ccc(F)c(F)c2)C1 (stereo not given)
  -14	8
51) CC1CCCCC1N=C1NC(C)(C)CS1 (stereo not given)
  5	-4
52) CCOc1cc(N2CCOCC2)c(OCC)cc1NC(=O)c1cc(S(=O)(=O)N2CCOCC2)ccc1Cl
  -20	5
53) COC(=O)c1c(SCc2cccc3ccccc23)nc(=O)[nH]c1C
  -7	4
54) O=C(NCc1ccccc1Cl)C(=O)NCC1OCCN1S(=O)(=O)c1cccs1 (stereo not given)
  15	6
55) CS(=O)(=O)c1nc(-c2ccc(F)cc2)cc(C(F)(F)F)n1
  78	-79
56) COc1ccc(C2C(C(=O)N3CCCC3)CC(=O)N2c2ccc(OC)cc2)cc1 (stereo not given)
  -3	-9
57) Cc1ccc(N2CC(C(=O)NCc3ccco3)CC2=O)cc1Cl (stereo not given)
  14	-1
58) O=C(COC(=O)Cc1ccccc1F)NCc1ccc(Cl)cc1
  -7	-4
59) O=S1(=O)N=C(N(CCO)/N=C/c2ccccc2)c2ccccc21
  15	-3
60) O=S(=O)(c1ccccc1OC(F)(F)F)N1CCN(c2ccnc3cc(Cl)ccc23)CC1
  -6	2

The line under a structure holds: TAG inh	TAG inh DAPI viability
61) Cc1ccccc1OCC(=O)OCC(=O)NCC1CCCO1 (stereo not given)
  -14	-1
62) CCNc1nc(NCC)nc(N2CC(=O)N(CC(=O)OCC)C2=N)n1
  -5	-1
63) CN1CCN(NC(=O)c2c(-c3ccccc3)sc3ccccc23)CC1
  4	1
64) COc1cc(C(=O)ON=C2C(C)=CC(=O)C=C2C)cc(OC)c1OC
  0	-5
65) COc1cc(C(=O)Nc2nc(N)n(-c3ccccc3)n2)cc(OC)c1OC
  -7	11
66) Cc1cccc(C2=N/C(=C\c3cccs3)C(=O)O2)c1
  -6	23
67) CCOCCCNC(=O)c1ccc(OC(C)=O)cc1
  9	2
68) O=C1NC2(CCCC2)N=C1c1ccc(F)cc1
  -10	3
69) Cc1cccc(NC(=S)Nn2cnnc2)c1C
  -8	-1
70) Cc1cccc(C(=O)Oc2csc(=S)n2C(=O)c2cccc(C)c2)c1
  -21	12
71) Cc1c(NC(=O)C(C)OC(=O)c2cc(-c3cccc4ccccc34)nc3ccccc23)c(=O)n(-c2ccccc2)n1C (stereo not given)
  7	4
72) Nc1[nH]c(=O)[nH]c(=O)c1N=Cc1ccccc1
  4	4
73) Cc1ccc(OCCOCCN(C)C)c(Cl)c1
  7	-8
74) CCOC(=O)CSc1nc2ccc(C)cc2[nH]1
  8	-2
75) CC(SC(C)C(=O)NN=Cc1c[nH]c2ccccc12)C(=O)NN=Cc1c[nH]c2ccccc12 (stereo not given)
  -3	2

Shown screen by screen: 19 of the compounds above.
57: Cc1ccc(N2CC(C(=O)NCc3ccco3)CC2=O)cc1Cl (stereo not given)
58: O=C(COC(=O)Cc1ccccc1F)NCc1ccc(Cl)cc1
59: O=S1(=O)N=C(N(CCO)/N=C/c2ccccc2)c2ccccc21
60: O=S(=O)(c1ccccc1OC(F)(F)F)N1CCN(c2ccnc3cc(Cl)ccc23)CC1
61: Cc1ccccc1OCC(=O)OCC(=O)NCC1CCCO1 (stereo not given)
62: CCNc1nc(NCC)nc(N2CC(=O)N(CC(=O)OCC)C2=N)n1
63: CN1CCN(NC(=O)c2c(-c3ccccc3)sc3ccccc23)CC1
64: COc1cc(C(=O)ON=C2C(C)=CC(=O)C=C2C)cc(OC)c1OC
65: COc1cc(C(=O)Nc2nc(N)n(-c3ccccc3)n2)cc(OC)c1OC
66: Cc1cccc(C2=N/C(=C\c3cccs3)C(=O)O2)c1
67: CCOCCCNC(=O)c1ccc(OC(C)=O)cc1
68: O=C1NC2(CCCC2)N=C1c1ccc(F)cc1

assay / entry	57	58	59	60	61	62	63	64	65	66	67	68
TAG inh	14	-7	15	-6	-14	-5	4	0	-7	-6	9	-10
TAG inh DAPI viability	-1	-4	-3	2	-1	-1	1	-5	11	23	2	3

69: Cc1cccc(NC(=S)Nn2cnnc2)c1C
70: Cc1cccc(C(=O)Oc2csc(=S)n2C(=O)c2cccc(C)c2)c1
71: Cc1c(NC(=O)C(C)OC(=O)c2cc(-c3cccc4ccccc34)nc3ccccc23)c(=O)n(-c2ccccc2)n1C (stereo not given)
72: Nc1[nH]c(=O)[nH]c(=O)c1N=Cc1ccccc1
73: Cc1ccc(OCCOCCN(C)C)c(Cl)c1
74: CCOC(=O)CSc1nc2ccc(C)cc2[nH]1
75: CC(SC(C)C(=O)NN=Cc1c[nH]c2ccccc12)C(=O)NN=Cc1c[nH]c2ccccc12 (stereo not given)

assay / entry	69	70	71	72	73	74	75
TAG inh	-8	-21	7	4	7	8	-3
TAG inh DAPI viability	-1	12	4	4	-8	-2	2

The results go on:
The line under a structure holds: TAG inh	TAG inh DAPI viability
76) Cc1ccc2[nH]c(C)cc(=S)c2c1
  -9	4
77) Cc1ccc(S(=O)(=O)N(C)CC(=O)N2CC(C)OC(C)C2)cc1 (stereo not given)
  12	2
78) O=[N+]([O-])c1ccc(O)c(C2=NNC(c3ccccc3F)C2)c1 (stereo not given)
  0	3
79) Clc1ccc(Cl)c(OCCCCNCc2ccccc2)c1
  -10	31
80) Cc1ccccc1NC(=S)N(CCCN1CCOCC1)Cc1cccnc1
  0	4
81) NC(=O)COC(=O)c1ccccc1OCc1ccccc1Cl
  -15	8
82) CCOC(=O)C1CCCN(CCC(=O)Nc2ccc(C)c(C)c2)C1 (stereo not given)
  -2	0
83) COc1ccc(SCC(=O)c2cc(C)c(OC(=S)N(C)C)c(C)c2)cc1
  -15	3
84) O=C(Nc1ccccc1)C1=C[C@H](c2coc3ccccc3c2=O)C[C@H](OCCCCO)O1
  5	-13
85) CCCC(=O)Nc1ccc(-c2csc(NNC(C)=O)n2)cc1
  2	-1
86) COCCNC(=O)/C(C#N)=C/c1ccccc1Br
  -21	-1
87) O=C(CSc1nc(O)c(C(c2ccccc2)c2ccccc2)c(=O)[nH]1)N1CCOCC1
  -11	1
88) COc1ccc(CN2C(=O)C(CC(=O)NCCCCc3ccccc3)CC(C(=O)N(C(C)C)C(C)C)=C2C)cc1 (stereo not given)
  -7	-9
89) O=C(COC(=O)Cc1ccc(S(=O)(=O)N2CCOCC2)s1)Nc1ccccc1Cl
  9	-6
90) Cc1ccc(S(=O)(=O)Oc2ccccc2[N+](=O)[O-])cc1
  -11	2

The line under a structure holds: TAG inh	TAG inh DAPI viability
91) COC(=O)N1CCCCC1c1cc(C(=O)NCc2cccnc2)no1 (stereo not given)
  16	-1
92) C#CC[N+]1(CC#Cc2cccc(C)c2)CCCCC1
  -19	2
93) COCCCn1cnc2c(c1=O)c1nc3ccccc3nc1n2-c1ccccc1
  -2	9
94) CC[C@]12c3[nH]c4ccc(OC)cc4c3CCN1C(=O)C(CC(=O)NCCN1CCOCC1)C[C@@H]2C(=O)N1CCN(C(=O)C2CC2)CC1 (stereo not given in full)
  4	4
